Compound activity (PubChem)
PfHsp90 set2: reduces growth (ATP signal) of yeast expressing P. falciparum Hsp90; actives 0.32% (n = 310,000); inhibition, % at 9.4 µM; AID 504621; S. cerevisiae expressing PfHsp90, BacTiter-Glo ATP, 48 h; yeast lacking PDR1 and PDR3 efflux regulators;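 active = every replicate shows inhibition above about 80%, whatever the replicate mean, limit read from the data; inconclusive = mean inhibition reaches the set limit but some replicate falls short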;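 note: 0% = DMSO neutral controls and 100% = 20 µM radicicol positive controls; yeast relying on Plasmodium falciparum Hsp90 in place of its own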
MITF TRPM1 HTS: activators of MITF-driven TRPM1 promoter activity in SK-MEL-5 cells | SK-MEL-5 TRPM1-promoter luciferase, 24 h; % of positive control, neutral wells = 0 | actives 0.75% (n = 300,000) | activation, % at 12.5 µM | AID 588334;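 active = mean activation of at least 80% with every replicate also reaching 80%; inconclusive = mean reaches 80% but some replicate falls short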;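 note: 0% = neutral control wells and 100% = parthenolide positive control wells; values of inactives mirror those of a sister screen read the other way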
NSD2 inh: NSD2 (human) methyltransferase inhibition | O96028 | NSD2 peptide methylation, AlphaScreen, 120 min | inhibition, % at 12.5 µM | actives 0.54% (n = 310,000) | AID 743445; in the data active = inhibition above about 50%
PvdQ inh: P. aeruginosa PvdQ acylase inhibition; purified PvdQ acylase, fluorescence plate reader; inhibition, % at 10 µM; actives 0.063% (n = 340,000); in the data active = inhibition above about 30%, passing the limit was not always enough; inconclusive = no clear call, values can overlap the other calls;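 note: 0% = vehicle neutral wells and 100% = reference inhibitor wells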
CAL PDZ FP-1: CAL PDZ (human) peptide binding inhibition; Q9HD26; purified CAL PDZ, TMR-peptide fluorescence polarization, 1 h; inhibition, % at 24.9 µM; actives 0.92% (n = 300,000); AID 602252;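 active = mean inhibition of at least 30% with at least half of replicates also reaching 30%; inconclusive = no clear call, values can overlap the other calls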;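 note: 0% = DMSO neutral control and 100% = excess unlabeled competitor peptide PRC23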
SR-BI uptake up: activators of SR-BI mediated HDL lipid uptake; CHO ldlA[mSR-BI] cells, DiI-HDL uptake fluorescence, 3 h; 100 = double the neutral-control signal; activation, % at 12.5 µM; actives 0.096% (n = 320,000); AID 504775;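 active = mean replicate activation of at least 60% and every replicate at or above 60%; inconclusive = mean or all-replicate condition met, but not both; inactive = mean below 60% and not all replicates reaching 60%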;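 note: 0% = median plate neutral-control signal and 100% = twice that signal; values of inactives mirror those of a sister screen read the other way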
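Material – SR-BI-overexpressing, LDLR-lacking CHO cells · Medium – BSA-supplemented, HEPES-buffered Ham's F12, pH 7.4 · Doses – single concentration · Times – compound with DiI-HDL co-incubation, 3 h at 37 °C · Measured by – bottom-read fluorescence, 550/595 nm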
dFosB activator: activators of mouse delta FosB homodimer; P13346; purified delta FosB, TAMRA-CDK5 oligo fluorescence polarization; percent of positive-control signal above neutral wells; activation, % at 25 µM; actives 0.99% (n = 340,000); AID 493131;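 active = mean activation above about 17%, with every replicate also reaching it, limit read from the data, passing the limit was not always enough; inconclusive = only one of the two conditions met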;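 note: fluorescence polarization rise as delta FosB binds a TAMRA Cdk5 AP-1 oligo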
Target sequence (P13346 whole entry, looked up): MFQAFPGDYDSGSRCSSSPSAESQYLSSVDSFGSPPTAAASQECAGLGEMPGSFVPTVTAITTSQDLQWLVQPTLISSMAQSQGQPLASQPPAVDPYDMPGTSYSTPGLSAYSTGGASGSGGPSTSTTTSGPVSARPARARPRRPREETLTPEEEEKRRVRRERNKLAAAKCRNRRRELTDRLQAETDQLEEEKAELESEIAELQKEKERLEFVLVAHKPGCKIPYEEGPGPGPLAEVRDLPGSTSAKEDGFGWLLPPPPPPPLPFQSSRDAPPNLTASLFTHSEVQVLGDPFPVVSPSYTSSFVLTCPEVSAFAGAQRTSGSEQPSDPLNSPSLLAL
CAL PDZ FP-2: blocks peptide binding to human CAL PDZ domain. Q9HD26. purified CAL PDZ, TMR-peptide fluorescence polarization, 1 h. inhibition, % at 20 µM. actives 0.02% (n = 330,000). AID 504414;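 active = highest replicate inhibition of at least 40%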;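 note: plate controls were DMSO neutral control wells for no effect and unlabeled competitor peptide control wells for full effect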
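System: tagged CAL PDZ domain. Schedule: 1 h room-temperature incubation prior to read. Signal: fluorescence polarization (mP). Measure: percent inhibition from loss of millipolarization.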
Rtt109 HAT inh: inhibitors of Candida albicans Rtt109/Vps75 histone acetyltransferase | actives 0.16% (n = 330,000) | AID 540336 | inhibition, % at 34.9 µM | purified Rtt109/Vps75, ThioGlo CoA-SH fluorescence, 4 h | Q5AAJ8;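 active = inhibition of at least 50% in every replicate; inconclusive = best replicate reaches 50% inhibition but some replicates fall short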
SR-BI HDL uptake: mouse SR-BI HDL lipid transfer inhibition; Q61009; ldlA[mSR-BI] CHO cells, DiI-HDL uptake fluorescence, 3 h; inhibition, % at 12.5 µM; actives 0.96% (n = 320,000); AID 488896;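 active = mean replicate inhibition of at least 70% and a set share of replicates each scoring 70 or more; inconclusive = meets just one of the two criteria; inactive = fails both criteria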;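 note: 0% = median of neutral control wells and 100% = median of positive control wells; values of inactives mirror those of a sister screen read the other way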
Target sequence (Q61009 whole entry, looked up): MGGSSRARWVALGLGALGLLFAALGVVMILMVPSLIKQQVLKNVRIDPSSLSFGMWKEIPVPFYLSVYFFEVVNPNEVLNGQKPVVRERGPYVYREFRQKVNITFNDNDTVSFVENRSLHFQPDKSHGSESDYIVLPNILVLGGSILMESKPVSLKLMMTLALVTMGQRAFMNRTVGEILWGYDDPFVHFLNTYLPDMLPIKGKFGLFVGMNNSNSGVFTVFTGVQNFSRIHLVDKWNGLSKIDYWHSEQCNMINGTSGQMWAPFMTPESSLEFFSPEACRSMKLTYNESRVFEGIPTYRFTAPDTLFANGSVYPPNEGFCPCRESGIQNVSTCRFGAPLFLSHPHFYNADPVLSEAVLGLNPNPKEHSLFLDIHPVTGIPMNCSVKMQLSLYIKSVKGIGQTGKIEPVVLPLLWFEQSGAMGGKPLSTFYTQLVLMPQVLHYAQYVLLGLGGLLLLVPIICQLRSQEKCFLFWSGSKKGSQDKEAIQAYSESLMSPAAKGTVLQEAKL
* hit, by the source's call; ? = inconclusive; . = not tested or not shown.

1	CCN(CC)CCCN1C=C2C(=O)C(C)(OC(=O)C3CCCC3)C(=O)C=C2C=C1c1ccsc1 (configuration not stated)
2	O=C(O)CNC(=O)/C=C/c1ccc(Cl)cc1Cl
3	COc1ccc(NC(=O)N2CCN(S(C)(=O)=O)CC2)cc1
4	O=C(NCCCn1ccnc1)c1ccc(Br)c(S(=O)(=O)N2CCOCC2)c1
5	CCc1cccc(CC)c1N1C(=O)c2cc(N3CCOCC3)c([N+](=O)[O-])cc2C1=O
6	CC(C)(C)c1cccc(/C=N/O)c1O
assay / entry,1,2,3,4,5,6
PfHsp90 set2,-16,-35,-3,8,-6,-17
MITF TRPM1 HTS,-4,4,6,.,3,7
NSD2 inh,.,1,-4,-3,9,42
PvdQ inh,-2,14,-17,-3,-6,-21
CAL PDZ FP-1,1,-1,-2,0,1,3
SR-BI uptake up,19,16,10,-7,-75,-8
dFosB activator,-2,-4,-6,-4,-4,3
CAL PDZ FP-2,-1.0,-5.9,.,-1.1,0.0,-0.7
Rtt109 HAT inh,19,-34,-10,-3,-2,10
SR-BI HDL uptake,-19,-16,-10,7,75*,8

7	CCOc1ccc(Oc2ccc(-c3nnc(-c4ccccc4)o3)cc2[N+](=O)[O-])cc1
8	O=C(COc1ccc(Cl)cc1)Nc1nnc(S(=O)(=O)N2CCCCCC2)s1
9	O=C(CN1CCCC1=O)NC1C2CC3CC(C2)CC1C3 (configuration not stated)
10	O=S(=O)(Nc1cccc(-c2ccc(N3CCOCC3)nn2)c1)c1cc(Cl)ccc1Cl
11	CCN(CC)CCN1C(=O)C(=O)/C(=C(/O)c2ccc(F)cc2)C1c1ccncc1 (configuration not stated)
12	O=C(CN(Cc1ccccc1)S(=O)(=O)c1ccccc1)N/N=C/c1ccccc1[N+](=O)[O-]
assay / entry,7,8,9,10,11,12
PfHsp90 set2,1,-13,-6,13,12,17
MITF TRPM1 HTS,18,11,7,69,-8,-14
NSD2 inh,0,.,-2,0,0,2
PvdQ inh,-6,-7,-4,-13,-8,29
CAL PDZ FP-1,-4,.,-7,-5,-2,3
SR-BI uptake up,-12,20,18,9,17,51
dFosB activator,2,4,-4,-6,1,0
CAL PDZ FP-2,1.0,-0.7,-3.1,-3.3,0.1,0.5
Rtt109 HAT inh,-2,-16,.,-5,3,11
SR-BI HDL uptake,12,-20,-18,-9,-17,-51

3 successive records already listed, quoted:
7	CCOc1ccc(Oc2ccc(-c3nnc(-c4ccccc4)o3)cc2[N+](=O)[O-])cc1
8	O=C(COc1ccc(Cl)cc1)Nc1nnc(S(=O)(=O)N2CCCCCC2)s1
9	O=C(CN1CCCC1=O)NC1C2CC3CC(C2)CC1C3 (configuration not stated)
assay / entry,7,8,9
PfHsp90 set2,1,-13,-6
MITF TRPM1 HTS,18,11,7
NSD2 inh,0,.,-2
PvdQ inh,-6,-7,-4
CAL PDZ FP-1,-4,.,-7
SR-BI uptake up,-12,20,18
dFosB activator,2,4,-4
CAL PDZ FP-2,1.0,-0.7,-3.1
Rtt109 HAT inh,-2,-16,.
SR-BI HDL uptake,12,-20,-18

Continued.
13	CCCn1c(=O)[nH]c(=O)c2c1nc(-c1ccc(OC(F)F)cc1)n2CCN1CCOCC1
14	CCCOc1cccc(-c2nnc(NC(=O)c3ccco3)s2)c1
15	Cc1ccccc1CC(=O)Nc1ccc(S(=O)(=O)N2CCN(C)CC2)cc1
16	CCOc1ccc(NS(=O)(=O)c2cc3c4c(c2)C(C)C(=O)N4CCC3)cc1 (configuration not stated)
17	CCOC(=O)Cn1c(C(F)(F)F)nc2nc(Cl)c(Cl)nc21
18	CC1(C)CC(=O)C(C=NCCN2CCN(CC(=O)Nc3ccccc3)CC2)=C(O)C1
assay / entry,13,14,15,16,17,18
PfHsp90 set2,18,-9,-3,13,15,1
MITF TRPM1 HTS,-1,22,18,-3,-10,1
NSD2 inh,.,0,0,4,-5,-1
PvdQ inh,-13,-14,-4,-1,-15,-1
CAL PDZ FP-1,-3,-3,-2,-5,-7,-3
SR-BI uptake up,23,3,7,10,-5,22
dFosB activator,-1,8,-3,-9,2,5
CAL PDZ FP-2,5.2,-1.8,-1.9,-2.3,-0.6,-0.6
Rtt109 HAT inh,8,-21,25,1,-5,5
SR-BI HDL uptake,-23,-3,-7,-10,5,-22

19	O=C(NNC(=O)C1C2C=CC(C2)C1C(=O)O)c1cc(Cl)ccc1O (configuration not stated)
20	COc1ccc(C(=O)Nc2ccc3c4c(cccc24)CC3)cc1
21	COc1ccc(OC)c(-n2nnnc2SCC(=O)Nc2cc(C)ccc2OC)c1
22	c1ccc(C[C@H]2CN=C(Nc3ccccc3)N2CCC2CCCC2)cc1
23	COCCN1CC(=O)N(c2cccc(C)c2C)C(c2ccc(Cl)cc2)C1=O (configuration not stated)
24	O=C(CNC(=O)c1ccc(=O)[nH]c1)Nc1ccc(F)c(F)c1
assay / entry,19,20,21,22,23,24
PfHsp90 set2,-15,-24,13,4,14,4
MITF TRPM1 HTS,-4,87*,-15,30,1,1
NSD2 inh,1,-1,-1,.,3,-1
PvdQ inh,-6,-13,10,-17,-10,-4
CAL PDZ FP-1,-5,.,-1,-2,2,.
SR-BI uptake up,11,13,-11,-14,-3,.
dFosB activator,2,-3,1,-12,-3,6
CAL PDZ FP-2,-0.7,-0.7,-2.7,-0.6,-0.3,-0.7
Rtt109 HAT inh,-3,-1,0,12,-25,-2
SR-BI HDL uptake,-11,-13,11,14,3,.

25	CCOC(=O)c1c(N2CCCCC2)c2ccccc2[nH]c1=O
26	CCOC(=O)Cn1c(=O)oc2cc(S(=O)(=O)N3CCn4c3nc3ccccc34)ccc21
27	CCC(C)(C)NC(=O)C(c1cccc(OC)c1OC)N(Cc1ccccc1)C(=O)CCC(=O)Nc1cc(C)on1 (configuration not stated)
28	Cc1cc2nc(C)c3c(n2n1)CCC3
29	Cc1cc(=O)cc(C)n1-c1ccc(Br)cc1
30	COc1ccc(N2C(=O)C3CCCN3C2c2cccc(Br)c2)cc1 (configuration not stated)
assay / entry,25,26,27,28,29,30
PfHsp90 set2,7,7,43,11,-7,.
MITF TRPM1 HTS,-3,-17,-11,-8,1,.
NSD2 inh,1,.,.,-2,-1,.
PvdQ inh,2,-11,-8,-1,-6,-13
CAL PDZ FP-1,-6,.,1,1,-2,.
SR-BI uptake up,17,3,-18,9,28,16
dFosB activator,-13,-8,-23,-2,-5,6
CAL PDZ FP-2,-1.7,0.5,-3.6,-1.4,0.1,0.5
Rtt109 HAT inh,9,10,-4,14,0,-11
SR-BI HDL uptake,-17,-3,18,-9,-28,-16

31	O=C(NCCO)C(=O)Nc1cc2c3c(c1)CC(=O)N3CCC2
32	COC(=O)CNC(=O)c1nn(-c2cccc(OC)c2)c(=O)c2ccccc12
33	Cc1cccc(C(C)C)c1NC(=O)C(C)OC(=O)Cn1cnc2c1c(=O)n(C)c(=O)n2C (configuration not stated)
34	Cc1csc(NC(=O)c2cc3c(s2)-c2ccccc2OC3)n1
35	CSc1nncn1/N=C/c1ccc2c(c1)OCO2
36	Cc1cccc(NS(=O)(=O)c2ccccc2)n1
assay / entry,31,32,33,34,35,36
PfHsp90 set2,10,-11,12,-6,-28,-24
MITF TRPM1 HTS,6,.,-1,7,2,.
NSD2 inh,6,.,-1,.,-3,-1
PvdQ inh,11,-10,-5,-13,-8,0
CAL PDZ FP-1,1,.,-5,.,-3,-3
SR-BI uptake up,0,43,7,-68,26,32
dFosB activator,-2,-1,-4,35*,-7,-5
CAL PDZ FP-2,-0.3,0.1,-3.1,0.2,-0.9,-0.1
Rtt109 HAT inh,4,-9,4,-22,8,1
SR-BI HDL uptake,0,-43,-7,68,-26,-32

37	c1ccc2c(c1)nnn2-c1ncnc2sc3c(c12)CCCC3
38	CCC1(C)NC(=O)N(CC(=O)NCC(=O)Nc2c(C)cc(C)cc2C)C1=O (configuration not stated)
39	CCOC(=O)c1cc(C#N)c(N2CCN(c3ccc(OC)cc3)CC2)[nH]c1=O
40	O=C(Nc1ccc(Cl)cc1C(=O)NCCN1CCOCC1)c1ccco1
41	CCCn1c(C)cc(/C=C(\C#N)C(=O)OCC(=O)Nc2cc(OC)c(OC)c(OC)c2)c1C
assay / entry,37,38,39,40,41
PfHsp90 set2,-26,.,.,3,-29
MITF TRPM1 HTS,2,-4,-12,1,?
NSD2 inh,-7,-3,1,0,3
PvdQ inh,-12,10,10,4,-7
CAL PDZ FP-1,.,5,-6,1,-6
SR-BI uptake up,-2,2,5,4,-24
dFosB activator,3,-2,-2,-12,-9
CAL PDZ FP-2,-3.1,0.1,-1.6,-3.0,-1.1
Rtt109 HAT inh,6,2,8,?,10
SR-BI HDL uptake,2,-2,-5,-4,24

Entries above that have a cyano group:
39	CCOC(=O)c1cc(C#N)c(N2CCN(c3ccc(OC)cc3)CC2)[nH]c1=O
41	CCCn1c(C)cc(/C=C(\C#N)C(=O)OCC(=O)Nc2cc(OC)c(OC)c(OC)c2)c1C
assay / entry,39,41
PfHsp90 set2,.,-29
MITF TRPM1 HTS,-12,?
NSD2 inh,1,3
PvdQ inh,10,-7
CAL PDZ FP-1,-6,-6
SR-BI uptake up,5,-24
dFosB activator,-2,-9
CAL PDZ FP-2,-1.6,-1.1
Rtt109 HAT inh,8,10
SR-BI HDL uptake,-5,24
